Bioassay records (PubChem BioAssay)
HIF act: HIF pathway transcriptional activators, primary screen, cell-based, U2OS HRE-luciferase, luminescence; U2OS HRE-luciferase reporter; normalized: DMSO 0%, desferrioxamine 100%; activation, % at 7.5 µM (by protocol); hit rate 0.32% among 300,000;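 active = mean activation of at least 10% of the iron chelator positive control signal, with at least half of replicates also reaching 10%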
TRPC4 act: activators of mouse TRPC4 channel, primary screen, Fluo4 calcium, HEK293 TRPC4beta/mu-opioid cells. Short transient receptor potential channel 4 (Mus musculus), Q9QUQ5. Fluo4 calcium fluorescence; hits give high values. B-score at 10 µM. hit rate 0.49% among 310,000;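 active = B-score above 5 SD of library B-scores, and initial fluorescence ratio not above library mean plus 5 SD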;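 also: positive B-score marks a calcium rise read as TRPC4 activation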
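Material: HEK293 stable line with TRPC4beta plus mu-opioid receptor; technique: Fluo4 calcium-sensitive dye fluorescence, kinetic, 1 Hz baseline; timing: Fluo4 dye loading 45 min at room temperature, 110 s recording; controls: assay buffer as low control, maximal DAMGO as high control; read-out: integrated baseline-normalised fluorescence ratio, converted to per-well B score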
TRPC6 activator: mouse TRPC6 channel activators, primary screen, cell-based, HEK293, membrane potential dye | Short transient receptor potential channel 6 (Mus musculus), Q61143 | HEK293-TRPC6 membrane potential dye fluorescence; hits give high values | B-score at 10 µM | hit rate 0.13% among 310,000;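 active = B-score of the integrated fluorescence ratio above library mean plus 3 SD, and starting fluorescence ratio within library mean plus 5 SD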;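 also: higher score means more depolarization so channel activation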
IEC-6 tox: cytotoxicity in IEC-6 intestinal epithelial cells, primary screen, cytotoxicity control for KLF5 inhibitor project, cell-based, luminescence | inhibition, % at 5 µM | IEC-6 cytotoxicity, luminescence viability | hit rate 0.78% among 290,000; in the data active = inhibition above about 22%;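 also: 0% = plate median of test compound wells and 100% = cytotoxic reference compound wells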
aSyn UTR inh: MLPCN primary screen, SNCA 5' untranslated region. inhibition, % (tested at 7.5 µM). alpha-synuclein 5'UTR reporter, inhibitor activity. hit rate 0.82% among 300,000; in the data active = inhibition above about 60%;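 also: H4 neuroglioblastoma cells stably carrying SNCA 5'UTR luciferase fusion; 0% = DMSO wells and 100% = positive control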
TRPC6 inh: mouse TRPC6 channel inhibitors, primary screen, cell-based, HEK293, membrane potential dye. Short transient receptor potential channel 6 (Mus musculus), Q61143. ACh-evoked depolarization; hits give low values. B-score at 10 µM. hit rate 1.1% among 310,000;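 active = B-score under library mean minus 3 SD, initial fluorescence not abnormally high, positive integrated signal ratio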;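 also: B-score derived from integrated fluorescence ratio over the kinetic read; more negative B-score means stronger inhibition of depolarization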
TRPC4 PAM: positive allosteric modulators of TRPC4, primary screen, cell-based, mouse TRPC4beta, HEK293 mu-opioid, Fluo-4 calcium; DAMGO EC20, Fluo-4 Ca2+ flux; hits give high values; hit rate 0.42% among 310,000; Short transient receptor potential channel 4 (Mus musculus), Q9QUQ5; B-score at 10 µM;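 active = B-score of calcium response area above 5 SD of library B-scores, with initial fluorescence ratio within 5 SD of library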;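 also: B-score of integrated fluorescence ratio over time as area under calcium response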
TRPC4 block: inhibitors of mouse TRPC4 channel, primary screen, Fluo4 calcium, HEK293 TRPC4beta/mu-opioid cells | B-score at 10 µM | DAMGO-evoked Fluo4 calcium flux; hits give low values | hit rate 0.39% among 300,000;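 active = B-score over 3 SD under the library average, no early fluorescence shift, positive overall ratio signal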
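Signal: kinetic Fluo4 fluorescence imaging of calcium influx. Material: stable TRPC4beta/mu-opioid receptor HEK293 cells. Probe or stimulus: DAMGO in two steps, submaximal then maximal.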
KLF5 inhibitor: KLF5 expression inhibitors, primary screen, DLD-1 cells, luminescence | DLD-1 KLF5 promoter-luciferase reporter | inhibition, % at 5 µM | hit rate 0.23% among 290,000;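 active = inhibition above a per-plate limit of that plate's mean compound inhibition plus 3 SD, cut at about 60% in these data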;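 also: 0% = DMSO wells and 100% = LY294002 at 200 µM; higher means less KLF5 promoter-driven luciferase light; inactives centre near -14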
SKKanGAS inh: S. pyogenes SKKanGAS growth inhibitors in kanamycin, primary screen, streptokinase expression inhibitor project, SKKanGAS strain, BacTiter-Glo luminescence; inhibition, % at 7.5 µM; AID 1662, 2009; hit rate 1.3% among 300,000; 6 h;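 active = mean replicate score, as percent of positive control median, at least 50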;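 also: strain carries kanamycin resistance gene driven by streptokinase promoter and grows in 40 µg/ml kanamycin; loss of luminescence reflects streptokinase promoter inhibition or plain growth inhibition; 0% = median of DMSO wells and 100% = positive control at its reference dose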
MrgX1 antag: antagonists of human MrgX1 receptor, primary screen, HEK293 cells, Fluo-4 calcium flux; Mas-related G-protein coupled receptor member X1 (Homo sapiens), Q96LB2; BAM8-22 antagonism; hits give low values; B-score at 10 µM; hit rate 1.3% among 310,000; AID 588676, 2011;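 active = calcium-response B-score plate-corrected more than 3 library SD below zero, starting fluorescence within 5 deviations, no agonist response on first addition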;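 also: peak minus trough fluorescence over baseline after final BAM8-22 challenge near maximal dose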
Target sequence (Q96LB2 whole entry, looked up): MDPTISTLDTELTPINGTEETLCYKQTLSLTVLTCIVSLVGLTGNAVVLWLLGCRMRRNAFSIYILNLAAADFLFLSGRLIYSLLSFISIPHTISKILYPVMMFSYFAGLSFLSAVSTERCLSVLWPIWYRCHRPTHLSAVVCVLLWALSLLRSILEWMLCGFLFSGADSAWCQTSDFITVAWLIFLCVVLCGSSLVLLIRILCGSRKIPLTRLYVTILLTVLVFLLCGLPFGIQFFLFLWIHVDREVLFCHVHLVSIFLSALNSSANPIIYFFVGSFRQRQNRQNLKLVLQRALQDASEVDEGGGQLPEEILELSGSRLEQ
* marks the source's active call; other numbers are inactive results; i = inactive; x = no result given. Compounds as they come; any-hit rate near 5.8%.

SMILES | HIF act | TRPC4 act | TRPC6 activator | IEC-6 tox | aSyn UTR inh | TRPC6 inh | TRPC4 PAM | TRPC4 block | KLF5 inhibitor | SKKanGAS inh | MrgX1 antag
COc1ccccc1C(=O)NCCNC(=O)c1ccco1 | -0.7 | i | i | -6 | 7 | i | i | i | -19 | -3 | i
Cc1cc(/C=C2/SC(=O)N(CC(=O)OC(C)C)C2=O)c(C)n1C | 2.1 | i | i | 1 | -159 | i | i | i | -158 | -7 | i
COc1ccc(F)c(CN2CCC(n3nccc3NC(=O)C3CCOC3)CC2)c1 (stereo unspecified) | -0.1 | i | i | 2 | -14 | i | i | i | -17 | -6 | i
Cc1nn(Cc2ccc(Cl)cc2Cl)c(C)c1NC(=O)c1nn(C)cc1Cl | 0.8 | i | i | -7 | 5 | i | i | i | -28 | -6 | i
COc1ccc(OC)c(NC(=O)Cc2coc3ccc4ccccc4c23)c1 | 0.1 | i | i | -4 | -2 | i | i | i | -15 | 26 | i
CC(=O)N1CCCc2cc(S(=O)(=O)N3CCCC(C(=O)Nc4ccccc4C)C3)ccc21 (stereo unspecified) | 0.1 | i | i | -1 | 5 | i | i | i | 2 | -3 | i
O=C(NC1CCCC1)C(c1ccccc1)N(Cc1ccco1)C(=O)Cc1cccs1 (stereo unspecified) | -0.4 | i | i | -3 | -5 | i | i | i | -17 | -1 | i
CC(C(=O)N(C)C1CCS(=O)(=O)C1)N1C(=O)/C(=C/c2cccs2)SC1=S (stereo unspecified) | -0.8 | i | i | 4 | -83 | i | i | i | -8 | -2 | i
COc1ccc(O)c(CN2CCCC(N3CCN(c4ccccc4OC)CC3)C2)c1 (stereo unspecified) | -0.2 | 43* | i | 2 | -3 | i | i | i | -23 | -4 | i
O=C(NNc1nc(-c2ccc(Cl)cc2)cs1)c1ccco1 | 1.7 | i | i | -3 | -73 | i | i | i | -61 | 18 | i
COc1ccccc1-c1nnc(SCC(=O)c2ccc(C3CCCCC3)cc2)n1Cc1ccco1 | -1.1 | i | i | -1 | -2 | i | i | i | 0 | 34 | i
O=C(NCCCN1CCCCC1)C1CCN(S(=O)(=O)N2CCC3(CC2)OCCO3)CC1 | 0.1 | i | i | 4 | 18 | i | i | i | -7 | 2 | i

Overlap with the part before: six compounds, then new ones.
SMILES | HIF act | TRPC4 act | TRPC6 activator | IEC-6 tox | aSyn UTR inh | TRPC6 inh | TRPC4 PAM | TRPC4 block | KLF5 inhibitor | SKKanGAS inh | MrgX1 antag
O=C(NC1CCCC1)C(c1ccccc1)N(Cc1ccco1)C(=O)Cc1cccs1 (stereo unspecified) | -0.4 | i | i | -3 | -5 | i | i | i | -17 | -1 | i
CC(C(=O)N(C)C1CCS(=O)(=O)C1)N1C(=O)/C(=C/c2cccs2)SC1=S (stereo unspecified) | -0.8 | i | i | 4 | -83 | i | i | i | -8 | -2 | i
COc1ccc(O)c(CN2CCCC(N3CCN(c4ccccc4OC)CC3)C2)c1 (stereo unspecified) | -0.2 | 43* | i | 2 | -3 | i | i | i | -23 | -4 | i
O=C(NNc1nc(-c2ccc(Cl)cc2)cs1)c1ccco1 | 1.7 | i | i | -3 | -73 | i | i | i | -61 | 18 | i
COc1ccccc1-c1nnc(SCC(=O)c2ccc(C3CCCCC3)cc2)n1Cc1ccco1 | -1.1 | i | i | -1 | -2 | i | i | i | 0 | 34 | i
O=C(NCCCN1CCCCC1)C1CCN(S(=O)(=O)N2CCC3(CC2)OCCO3)CC1 | 0.1 | i | i | 4 | 18 | i | i | i | -7 | 2 | i
Cc1ccc(C(=O)NCC(=O)OCC(=O)c2ccc3c(c2)NC(=O)CO3)cc1 | -0.1 | i | i | -8 | 8 | i | i | i | -41 | -16 | i
O=C(Nc1ccc2c(c1)OCO2)N1CCN(c2ncccn2)CC1 | 2.1 | i | i | 2 | -111 | i | i | i | -24 | 4 | i
COC(=O)CSc1nc(C)cc(N2CCOCC2)n1 | -0.4 | i | i | -2 | -1 | i | i | i | -32 | 2 | i
CCC(C)NCCOCCOc1ccc(Br)cc1 (stereo unspecified) | 0.1 | i | i | 4 | 0 | i | i | i | 23 | 4 | i
COc1ccc(CNC(=O)[C@@H](NC(=O)C2CCN(C(=O)[C@@H](N)Cc3ccccc3)CC2)C(C)C)cc1 | -0.2 | i | i | 3 | 9 | i | i | i | -7 | -1 | i
Cc1cccc(C)c1OCc1cc(C(=O)N(C)CCc2ccccn2)no1 | 0.2 | i | i | -4 | -11 | i | i | i | -10 | -3 | i
O=C(O)c1oc2ccccc2c1CSCc1ccccc1 | -0.7 | i | i | 5 | 6 | i | i | i | -23 | 0 | i
CCOc1ccc(C(=O)NCC(c2ccco2)N2CCc3ccccc3C2)cc1 (stereo unspecified) | 2.4 | i | i | x | -5 | i | i | i | x | 6 | i
CC(C)(C)NC(=O)C(=O)NNC(=O)c1cccc(Br)c1 | 1.7 | i | i | -8 | -16 | i | i | x | -27 | 0 | i
O=C(COc1ccccc1)NCc1n[nH]c(=S)n1-c1ccccc1 | 0.0 | i | i | -2 | -18 | i | i | i | -36 | 1 | i
CCOC(=O)N1N=C(c2ccccc2)CC1(O)C(C)(F)F (stereo unspecified) | 1.2 | i | i | -6 | -17 | i | i | i | -13 | -6 | i
O=C(CN1CCN(c2ccc(Cl)cc2)CC1)Nc1cccc(F)c1 | 0.2 | i | i | 0 | -7 | i | i | i | -3 | -7 | i
CC(/C=C1\SC(=O)N(CCCC(=O)O)C1=O)=C\c1ccccc1 | -6.7 | i | i | -4 | 103* | i | i | i | 59 | 11 | i
CC(C)(CO)NC(=O)Nc1ccc(Cl)c(Cl)c1 | -0.2 | i | i | 2 | -9 | i | i | i | -3 | -12 | -7.7*
COc1cc2c3nnc(-c4ccc(F)cc4)c-3cn(Cc3ccc(F)cc3)c2cc1OC | -0.9 | i | i | -4 | 11 | i | i | i | 0 | 2 | i
CSCCC(NC(=O)c1ccco1)C(=O)N1CCCCCCC1 (stereo unspecified) | 2.6 | i | i | x | 0 | i | i | i | x | -3 | i
COc1ccc(Cn2nnnc2C(C(C)C)N2CCc3ccccc32)cc1 (stereo unspecified) | x | i | i | 3 | 12 | i | i | i | 4 | -5 | i
Cc1cccc(NC(=O)CC2CCC2)c1 | 0.8 | i | i | 7 | -8 | i | i | i | -20 | -2 | -5.8*
COc1cc(C(=O)OCC(=O)NC(=O)c2cccn2C)ccc1OC(F)F | -0.2 | i | i | -1 | 10 | i | i | i | -41 | -1 | i
O=C(CSc1nc(-c2ccco2)cc(C(F)(F)F)n1)N1CCc2ccccc2C1 | 0.2 | i | i | -1 | 24 | i | i | i | 17 | 12 | i
O=C(N[C@@H](Cc1ccccc1)C(=O)NC1CCCCC1)c1ccco1 | -0.2 | i | i | -6 | -36 | i | i | i | -22 | 4 | i
Cc1cc2c(cc1C)NC(CC(=O)NCc1ccccc1)C(=O)N2 (stereo unspecified) | 1.8 | i | i | 4 | -77 | i | i | i | -3 | 1 | i
O=C(CCC1COc2ccccc2O1)Nc1ccccn1 (stereo unspecified) | -0.5 | i | i | 6 | 9 | i | i | i | -4 | 1 | i
Cc1cc(N=NC(=O)c2ccccc2O)c2ccccc2c1O | 0.1 | i | i | -3 | -123 | i | i | i | -22 | x | i
CCOc1ccccc1/C=N/n1c(COc2ccccc2)n[nH]c1=S | 1.0 | i | i | -8 | 28 | i | i | i | -15 | -2 | i
CCCn1cc(C(=O)OCC)c(=O)c2cc(F)c(F)cc21 | -0.5 | i | i | 6 | -2 | i | i | i | -2 | 4 | i
O=C(COC(=O)Cc1ccc(Br)cc1)Nc1c(F)c(F)c(F)c(F)c1F | 0.1 | i | i | -7 | 12 | i | i | i | -19 | -16 | i
COc1ccc(-c2nc3ccccn3c2Cl)cc1 | 0.0 | i | i | 15 | -16 | i | i | i | -53 | 11 | i
O=C(Nc1ccccn1)c1ccc(COc2ccccc2Cl)o1 | 2.3 | i | i | 12 | -71 | i | i | i | -6 | -7 | i
O=C(NC1CCCc2c1cnn2-c1ccc(F)cc1F)c1ccccc1N1CCOCC1 (stereo unspecified) | -0.3 | i | i | 4 | -14 | i | i | i | -18 | 0 | i
O=C(NCCN1CCN(c2ccccc2)CC1)Nc1ccc(Cl)cc1 | -0.3 | i | i | 4 | 12 | i | i | i | -6 | -10 | i
Cc1ccc(C)c(NC(=S)Nc2cccnc2)c1 | -1.1 | i | i | -1 | -12 | i | i | i | -29 | 1 | i
COCCN(C(=O)CSc1nnc(-c2ccc(Cl)cc2)o1)c1c(N)n(CC(C)C)c(=O)[nH]c1=O | -0.1 | i | i | 3 | -8 | i | i | i | -21 | -7 | i
Cc1ccccc1C1NC(=O)c2ccccc2O1 (stereo unspecified) | 1.1 | i | i | 2 | 8 | i | i | i | -28 | 3 | i
Cc1cc(S(=O)(=O)N2CCN(C(=O)CCC(=O)N3CCOCC3)CC2)ccc1Br | 0.3 | i | i | -8 | -10 | i | i | i | -19 | -8 | i
O=C(Nc1ccc(N2CCOCC2)cc1N1CCOCC1)c1ccc(Cl)cc1 | -0.4 | i | i | 8 | 7 | i | i | i | -6 | -1 | i
Cc1ccc(NC(=O)C2CCN(S(=O)(=O)c3ccc4c(c3)C(C)(C)C(=O)N4C)CC2)c(C)c1 | -0.1 | i | i | 4 | 29 | i | i | i | 0 | 3 | i
CN1C(=O)NC(NC(=O)c2ccco2)(C(F)(F)F)C1=O (stereo unspecified) | 0.2 | i | i | -4 | -1 | i | i | i | -25 | 4 | i
Cc1ccc(-n2c(=O)[nH]c3c(oc4ccccc43)c2=O)cc1 | -0.3 | i | i | 1 | 1 | i | i | i | -27 | -6 | i
CC(NC(=O)Cc1ccc(Br)cc1)c1ccccc1 (stereo unspecified) | -0.1 | i | i | 6 | -28 | i | i | i | -47 | 4 | i
O=C(Nc1ccccc1C(=O)OC1CCOC1=O)c1ccco1 (stereo unspecified) | -0.2 | i | i | 0 | -3 | i | i | i | -8 | -3 | i
C=CCNC(=S)NNC(=O)c1csc(C)c1C | 1.0 | i | i | -4 | 14 | i | i | i | -15 | -1 | i
